# Source: PubChem BioAssay (The Scripps Research Institute Molecular Screening Center)
# PG9 Ab binder: small molecules binding HIV-1 gp120 antibody PG9; TR-FRET gp120-PG9 antibody binding; inhibition, % at 6.7 µM; 360,000 tested, 0.43% active; AID 624416; in the data active = inhibition above about 8.5%
# TCR-CD3 inh: human TCR-CD3 binding inhibition; inhibition, % at 9.4 µM; 360,000 tested, 0.37% active; AID 651800; TAMRA-labeled TCR probe fluorescence, biochemical; in the data active = inhibition above about 19%;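 also: recombinant mutant TCR 2C K166C tagged with TAMRA read by polarization; 0% = receptor in buffer alone and 100% = receptor with positive control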
# TDP2 absorb: TDP2 (human) inhibition, absorbance primary screen; recombinant TDP2, T5PNP hydrolysis, p-nitrophenol absorbance 415 nm; O95551; inhibition, % at 12.8 µM; 370,000 tested, 0.34% active; AID 720702;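 active = inhibition above the mean of all tested compounds plus 3 SD, set per campaign, cut at about 25% in these data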;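 also: 0% = DMSO with enzyme and 100% = buffer with substrate but no TDP2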
#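 System – recombinant human TDP2 · Amount – 120 nM TDP2 per well · Buffer or medium – Mg2+-containing Tris-HCl buffer, pH 7.5 · Reagent – T5PNP substrate, 5 mM · Dosing – 12.8 µM single point, 1% DMSO · Incubation – 2 h at 37 °C · Measured by – epi absorbance · Read-out basis – percent inhibition · Benchmarks – high control without enzyme, low control DMSO plus TDP2 · Repeats – singlicate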
# PRMT1 FP inh: PRMT1 (human) inhibition, primary screen; Q99873; recombinant PRMT1, activity-based probe fluorescence polarization; inhibition, % at 2.79 µM; 370,000 tested, 1.3% active; AID 652257;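 active = inhibition above about 21% made by adding two undisclosed values, limit read from the data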
# SIAE inh: human SIAE inhibition, primary screen; Q9HAT2; SIAE FP-Rh probe binding, fluorescence polarization; inhibition, % at 9.66 µM; 370,000 tested, 0.69% active;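 active = inhibition above a cutoff: mean of compounds within the control limits plus 3 SD of those, cut at about 17% in these data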;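 also: 0% = plate median of compound wells and 100% = probe without SIAE protein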
# mABHD4 FP: inhibits mouse alpha/beta hydrolase domain 4; Q8VD66; purified mABHD4, FP-Rh probe fluorescence polarization; inhibition, % at 8.92 µM; 370,000 tested, 0.54% active; AID 720543;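 active = inhibition exceeding the mean over every tested compound plus 3 SD, cut at about 30% in these data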;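 also: 0% = plate median of compound wells and 100% = S159A mutant with DMSO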
# Target sequence (Q8VD66 whole entry, looked up, the tested form may be a part): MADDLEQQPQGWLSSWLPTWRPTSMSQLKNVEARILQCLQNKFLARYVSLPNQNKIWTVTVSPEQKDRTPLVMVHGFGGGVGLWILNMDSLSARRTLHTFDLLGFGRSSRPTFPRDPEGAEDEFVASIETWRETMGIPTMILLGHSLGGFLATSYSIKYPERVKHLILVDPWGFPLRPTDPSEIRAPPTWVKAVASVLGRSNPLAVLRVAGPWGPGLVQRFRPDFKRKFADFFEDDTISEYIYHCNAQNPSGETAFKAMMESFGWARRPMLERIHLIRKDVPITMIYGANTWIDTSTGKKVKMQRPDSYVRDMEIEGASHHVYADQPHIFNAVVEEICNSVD
#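 Test system: mABHD4 protein | Buffer or medium: HEPES pH 7.0 buffer, 150 mM NaCl, 0.01% Pluronic F-127 | Probe or stimulus: FP-Rh fluorescent activity-based probe, added after compound pre-incubation | Timing: Pre-incubation 45 min, probe exposure 60 min, at 25 °C | Technique: Fluorescence polarization, excitation 525 nm, emission 598 nm, BODIPY TMR filters | Repeats: Single well per compound (singlicate)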
# Tn7 DDE FP: disrupts Tn7 cyclic peptide binding to fibrin D-Dimer-E complex; inhibition, % at 8.3 µM; 370,000 tested, 0.13% active; AID 720508; FP displacement of FITC-Tn7 peptide from fibrin DD(E); 0% = median of compound wells per plate;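 active = inhibition above the mean of compounds falling within the control limits plus 3 SD of them, cut at about 14% in these data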;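 also: 0% = plate median of compound wells and 100% = 10 µM Aha-Tn7 peptide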
# Target sequence (P02675 whole entry, looked up): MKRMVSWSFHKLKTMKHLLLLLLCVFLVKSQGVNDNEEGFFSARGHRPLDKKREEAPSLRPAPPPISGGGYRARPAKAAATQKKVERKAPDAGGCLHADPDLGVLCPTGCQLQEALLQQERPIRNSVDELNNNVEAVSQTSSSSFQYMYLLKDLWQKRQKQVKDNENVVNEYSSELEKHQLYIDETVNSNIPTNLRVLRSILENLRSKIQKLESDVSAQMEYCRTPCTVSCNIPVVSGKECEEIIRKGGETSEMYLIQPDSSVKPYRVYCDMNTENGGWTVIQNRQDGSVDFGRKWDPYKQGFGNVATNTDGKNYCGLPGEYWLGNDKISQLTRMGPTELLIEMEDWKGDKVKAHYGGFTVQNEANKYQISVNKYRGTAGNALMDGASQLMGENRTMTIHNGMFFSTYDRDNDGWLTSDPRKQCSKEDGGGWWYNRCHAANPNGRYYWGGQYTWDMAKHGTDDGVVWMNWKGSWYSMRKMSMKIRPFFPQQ
#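 Test system: human clot-derived fibrin DD(E) complex / Quantity: 2 µM final DD(E) protein / Incubation: 10 min plus 3 h, room temperature / Measured by: fluorescence polarization / Benchmarks: high control of 10 µM Aha-Tn7 peptide / Replicates: singlicate testing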
# UHRF1 binding: UHRF1 methyl-DNA binding inhibition; 370,000 tested, 0.75% active; inhibition, % at 4.4 µM; AID 687016; UHRF1 binding to methylated oligo, TR-FRET; Q96T88; in the data active = inhibition above about 21%;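 also: UHRF1 SRA domain binding a hemimethylated CpG hairpin DNA probe; 0% = median of test compound wells and 100% = reference inhibitor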
# HTRA1 inhibitor: blocks human HTRA1 serine peptidase | 340,000 tested, 0.5% active | inhibition, % at 5.96 µM | recombinant HTRA1, FP-rhodamine activity-based probe, fluorescence polarization | Q92743; in the data active = inhibition above about 36%;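 also: 0% = enzyme with DMSO and 100% = wells lacking enzyme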
# LEDGF integ inh: blocks HIV-1 LEDGF/p75-dependent DNA integration; TR-FRET IN-LEDGF/p75 DNA integration, Eu/Cy5; inhibition, % at 3.7 µM; 370,000 tested, 0.64% active; AID 743269;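 active = inhibition above the screen-wide mean plus 3 SD, cut at about 13% in these data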;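 also: signal is the Cy5 over europium emission ratio at 671 and 618 nm; 0% = plate median of compound wells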
# Starred values were filed as active, the others as inactive; nt = not tested or not shown.
item	PG9 Ab binder	TCR-CD3 inh	TDP2 absorb	PRMT1 FP inh	SIAE inh	mABHD4 FP	Tn7 DDE FP	UHRF1 binding	HTRA1 inhibitor	LEDGF integ inh	Molecule
1	0.4	0.3	-17.5	-6.6	2.6	-5.2	-7.8	-0.5	-0.3	4.0	Cc1ccsc1C(=O)Nc1ccc(OCc2ccccc2)cc1
2	-1.7	-2.6	-4.6	-45.0	-57.2	2.2	-42.0	-19.2	nt	-2.4	CN1/C(=C\C=C2/C(=O)Oc3ccccc3C2=O)C(C)(C)c2ccccc21
3	-1.0	-7.3	-6.7	0.2	5.3	-4.9	-2.3	0.7	-4.9	1.0	COc1cccc(NC(=O)N(CCCN2CCOCC2)C(C)c2cc3cccc(OC)c3o2)c1 (centres undefined)
4	1.0	4.6	12.6	-5.0	3.8	-4.9	11.4	-1.9	-3.2	1.4	Cc1ccc(C(C)C)c(OCC(=O)N/N=C/c2cccn2C)c1
5	1.7	1.8	1.7	-2.4	-1.0	0.0	-0.3	1.6	-0.1	-2.0	CCCOc1ccc(OC(=O)c2ccc(Br)o2)cc1
6	0.8	7.0	4.2	2.2	-7.2	-5.7	1.5	-2.0	-18.9	-4.1	CCOc1cc(C2NN=C(c3ccccc3)S2)ccc1OCc1ccccc1Cl (centres undefined)
7	-0.9	8.3	-1.8	0.2	-1.6	5.1	-4.7	-0.8	4.8	0.6	O=C(O)c1cc([N+](=O)[O-])ccc1C(=O)Nc1ccccc1
8	2.3	1.2	-2.9	-0.1	0.2	3.7	-0.2	-2.0	-1.1	0.9	CC(C)OCCCN1C(=O)c2ccccc2C1C(=O)NC1CCCCC1 (centres undefined)
9	-1.3	3.5	-5.1	3.2	0.5	7.8	14.7*	-0.5	5.7	2.5	Cc1ccc(NC(=O)C2CC(O)CN2C(=O)OCc2ccccc2)cc1C (centres undefined)
10	-0.6	-4.3	1.1	1.5	3.0	-4.7	-0.9	9.6	4.6	-0.8	CCN(CC)C(=O)c1[nH]cnc1C(=O)NCCCCCNC(=O)OC(C)(C)C
11	-1.0	-0.8	0.1	-1.7	1.6	-2.7	-1.2	-1.5	1.6	1.4	CC(C)c1ccc(NC(=O)Cn2c(=O)oc3cccnc32)cc1
12	-2.3	-11.4	7.8	1.6	2.5	2.2	-5.0	-0.3	3.9	-2.0	COc1ccc(OC)c(NC(=O)CC(NC(C)=O)c2ccccc2)c1 (centres undefined)
13	-0.1	-3.9	10.1	1.8	1.9	1.4	3.3	0.1	nt	1.1	CCOc1cccc(-c2cc(N3CCN(CCO)CC3)n3nccc3n2)c1
14	-3.3	5.0	3.4	7.7	5.7	2.3	5.7	-26.1	nt	-1.2	NC(=O)c1sc2nc(-c3cccnc3)ccc2c1N
15	-0.6	-1.3	0.4	-1.1	-1.2	1.1	0.7	-3.2	-1.1	-1.9	CN(C)S(=O)(=O)N1CCN(c2ccc([N+](=O)[O-])cc2)CC1
16	-2.5	4.4	1.3	0.9	1.2	-5.4	-5.7	0.5	-3.4	3.3	CCCNC(=O)c1ccc(OC)cc1OC
17	-0.2	-4.6	1.9	-0.4	-16.2	4.1	-7.1	2.5	-10.8	-1.8	O=C1OC(c2ccc3c(c2)OCO3)N(C(=O)c2ccc(Cl)c(Cl)c2)c2ccccc21 (centres undefined)
18	-0.8	3.3	4.1	0.4	1.7	-4.9	-0.1	-0.8	2.6	-0.4	COC(=O)COc1cc(C)cc2oc(=O)c(CC(=O)OC)c(C)c12
19	-0.7	-1.9	11.7	1.7	-5.0	0.2	-0.4	1.4	3.7	-2.8	Cc1cc(=O)c(C(=O)Nc2cccc(N3CCCC3=O)c2)nn1-c1ccccc1F
20	0.8	-5.6	3.2	2.6	1.1	-3.1	3.5	2.3	-0.1	1.4	COc1ccc(C(=O)Nc2ccccc2N2CCOCC2)cc1[N+](=O)[O-]
21	-3.5	5.4	5.0	8.0	5.7	-38.8	-5.8	-6.1	-47.5	1.4	O=C(CSc1nnc(Nc2ccccc2F)s1)c1cc2ccccc2o1
22	0.7	-8.8	5.5	2.7	-0.9	-4.2	3.9	1.9	nt	-6.8	CCOC(=O)C1CCN(S(=O)(=O)c2ccccc2[N+](=O)[O-])CC1
23	-3.0	0.0	1.3	-2.2	0.0	5.3	-10.8	-1.7	1.6	-0.3	COc1ccc(C(C#N)N2N=C(C)CC2(C)C)cc1OC (centres undefined)
24	-2.1	-3.0	6.3	-3.2	3.7	-4.7	-2.3	0.2	0.6	0.6	COc1ccccc1N1CCN(CCCC(=O)c2ccc(F)cc2)CC1
25	-0.5	10.5	-5.3	-0.3	2.9	1.3	-0.5	-3.0	-4.0	-0.5	COc1ccc(NC(=O)C2CCC(CNc3c(N4CCCCC4)c(=O)c3=O)CC2)c(OC)c1 (centres undefined)
26	-0.7	1.1	-7.0	-0.2	-8.1	-1.6	-0.1	1.7	-2.7	-2.9	c1ccc(CCc2ccccc2-c2nc(-c3ccccn3)no2)cc1
27	-0.3	0.7	-4.6	-2.2	-7.0	-4.3	3.1	4.7	0.5	-1.6	O=C(Cn1ncc2c([nH]c3ccccc32)c1=O)N1CCOCC1
28	-0.5	6.1	-3.1	-0.9	3.5	-2.5	-4.7	-0.6	nt	0.6	N#CCCC1(CCC#N)c2ccccc2C(=O)c2ccccc21
29	1.6	-8.5	5.0	0.0	0.0	2.6	4.2	0.1	-2.0	-1.9	COc1cc2ccc(NC(C)=O)cc2cc1OC
30	0.9	0.9	-13.6	-1.8	0.8	-6.8	-6.0	3.9	13.4	1.4	CCN(CC)C(=O)c1cnn(-c2ccccc2)c1NC(=O)c1cccs1
31	0.3	-2.3	-11.2	1.9	-5.4	-10.3	-3.9	2.1	1.8	2.5	COc1ccc(-c2ccc(OC(=O)NC3CCS(=O)(=O)C3)cc2)cc1 (centres undefined)
32	0.4	3.8	-4.8	-2.4	3.8	-12.6	4.9	-0.8	-20.1	-0.1	Cc1ccc(S(=O)(=O)/N=C(/NC(=S)Nc2ccccc2)c2ccccc2)cc1
33	0.1	-0.9	3.3	2.0	1.2	-1.1	6.8	-3.9	nt	-0.6	CC(=O)Nc1cc(-c2cccc(F)c2)cn2c(-c3ccccc3)cnc12
34	3.0	2.9	9.2	1.0	-0.4	6.8	9.8	-0.6	-5.4	-2.6	O=C(Nc1c2c(nn1-c1ccc(F)cc1)CS(=O)(=O)C2)C12CC3CC(CC(C3)C1)C2
35	-2.7	1.1	-3.0	-0.8	5.6	-0.6	0.1	-1.4	2.3	0.6	CCn1c2ccc(/C(C)=N\O)cc2c2cc(/C(C)=N\O)ccc21
36	0.1	-2.7	-6.1	0.6	0.7	1.8	1.6	1.6	2.6	3.1	Cc1cc(=O)[nH]c(Cc2ccc(OC(C)C)cc2)n1
37	nt	nt	-6.4	4.4	-1.6	5.1	3.2	-0.3	nt	-2.1	O=C(NCC1COc2ccccc2O1)c1ccc(NC(=O)c2cc(F)ccc2F)cc1 (centres undefined)
38	0.2	9.1	7.0	-1.5	-1.5	-1.9	1.0	-5.2	4.9	-2.7	CC(C)CN1C(=O)C(=O)N(CC(=O)Nc2cccc(Cl)c2Cl)C1=O
39	1.7	2.2	2.8	4.2	-2.9	-11.1	3.8	11.0	nt	-1.6	CN(Cc1ccc(Cl)c(Cl)c1)C(C(=O)NCc1ccccc1)c1ccco1 (centres undefined)
40	-0.3	-3.7	4.9	-1.4	-0.5	3.7	-1.7	1.2	7.5	2.1	CCOC(=O)c1cnc(-c2ccccc2)nc1Oc1ccc(Cl)c(Cl)c1
41	-0.7	-1.3	2.7	-0.4	-3.6	-0.1	-0.4	-1.5	-21.7	4.8	CCC1C(=O)C(CC)C(c2ccccc2)NC1c1ccccc1 (centres undefined)
42	0.3	0.2	3.1	-0.9	10.9	-4.9	0.8	0.7	3.8	3.2	O=C(OCCn1cncn1)c1cc2ccccc2oc1=O
43	0.0	4.7	-3.6	-3.0	-0.4	-4.6	0.3	-3.5	4.2	-2.4	O=C(CSc1nnc(-c2ccco2)n1Cc1ccco1)NCc1ccccc1
44	-0.9	8.1	0.8	-4.4	11.9	0.8	-1.3	7.2	-0.2	0.2	Cc1cc([N+](=O)[O-])c(NC2CCCCC2)c([N+](=O)[O-])c1
45	-3.1	-8.7	41.9*	21.0	0.9	14.1	3.1	-0.2	6.2	11.0	COc1ccc2c(c1)C(C)=CC(C)(C)N2C(=O)Nc1ccccc1
46	-0.3	3.2	15.2	-2.3	7.3	1.0	4.5	-3.8	-0.5	1.6	CCOC(=O)Cc1csc(NS(=O)(=O)c2ccc3ccccc3c2)n1
47	0.4	21.8*	3.7	13.6	1.1	18.4	-4.2	10.7	5.2	7.9	CCCCn1c(N)c(N(CCOC)C(=O)c2cc(-c3ccco3)nc3ccccc23)c(=O)[nH]c1=O
48	-1.4	1.2	-14.4	0.9	-16.8	-16.0	0.9	-1.5	nt	-2.2	CCOC(=O)[C@]12CCC=C1N(Cc1ccc(Cl)cc1Cl)C(=O)[C@H](CC(=O)NCc1cccc(C(F)(F)F)c1)C2
49	-4.2	3.9	-10.3	-2.1	4.5	7.4	-2.8	-0.9	nt	7.7	CC(C)NC(=O)c1cc(C2CCCCN2C(=O)c2cc(C(C)(C)C)nn2C)on1 (centres undefined)
50	0.4	2.0	-10.8	-6.5	-2.1	-6.8	-0.7	-4.3	-0.1	6.3	CCOc1cc(C(=O)NC(C)CCc2ccccc2)cc(OCC)c1OCC (centres undefined)
51	-0.8	5.9	1.1	-2.8	-5.0	-5.0	-1.7	-2.7	-5.9	-1.4	O=c1ccnc(S/C=C/c2ccccc2)[nH]1
52	0.2	-5.5	-14.7	-2.2	-0.8	-7.0	-8.4	5.6	-5.1	1.9	Cc1ccc(C(=O)C(O)C(c2ccc(C)cc2)N2CCCCC2)cc1 (centres undefined)

# Sorted by length of the SMILES (highest first): part of the list above.
item	PG9 Ab binder	TCR-CD3 inh	TDP2 absorb	PRMT1 FP inh	SIAE inh	mABHD4 FP	Tn7 DDE FP	UHRF1 binding	HTRA1 inhibitor	LEDGF integ inh	Molecule
32	0.4	3.8	-4.8	-2.4	3.8	-12.6	4.9	-0.8	-20.1	-0.1	Cc1ccc(S(=O)(=O)/N=C(/NC(=S)Nc2ccccc2)c2ccccc2)cc1
43	0.0	4.7	-3.6	-3.0	-0.4	-4.6	0.3	-3.5	4.2	-2.4	O=C(CSc1nnc(-c2ccco2)n1Cc1ccco1)NCc1ccccc1
12	-2.3	-11.4	7.8	1.6	2.5	2.2	-5.0	-0.3	3.9	-2.0	COc1ccc(OC)c(NC(=O)CC(NC(C)=O)c2ccccc2)c1 (centres undefined)
26	-0.7	1.1	-7.0	-0.2	-8.1	-1.6	-0.1	1.7	-2.7	-2.9	c1ccc(CCc2ccccc2-c2nc(-c3ccccn3)no2)cc1
